# AI-2 QS mod = modulators of Vibrio harveyi AI-2 quorum sensing system. 0.4% of 300,000 active. activity change, % at 7.5 µM. Vibrio harveyi JMH597 AI-2 luminescence/OD600 ratio, 9 h; active compounds read low; strain lacks LuxN and CqsS sensors; 0 = neutral-control median; in the data active = activity change below about -75%, passing the limit was not always enough; inconclusive = no clear call, values can overlap the other calls;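 note: luminescence divided by OD600 gain over 9 h not by final OD600 alone; inactives centre near 13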
# KLF5 inhibitor = inhibitors of KLF5 expression | 0.23% of 290,000 active | DLD-1 KLF5 promoter-luciferase reporter, luminescence | inhibition, % at 5 µM;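 active = inhibition above a per-plate limit of that plate's mean compound inhibition plus 3 SD, cut at about 60% in these data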;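 note: 0% = DMSO wells and 100% = LY294002 at 200 µM; higher means less KLF5 promoter-driven luciferase light; inactives centre near -14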
# HSF1 activator = increases HSF-1 driven luciferase reporter signal. NIH3T3-HGL HSF-1 luciferase reporter, MG132, 8 h; 100% = twice DMSO control signal. 1.7% of 300,000 active. activation, % at 9 µM;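 active = mean replicate activation of at least 50% with a set share of replicates each reaching 50%; inconclusive = only one of those two conditions met; inactive = mean below 50% and too few replicates reaching it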;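 note: 0% = median of the neutral control wells and 100% = twice that signal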
# HSP90 inh = blocks HSP90-mediated luciferase refolding in reticulocyte lysate; 0.91% of 290,000 active; Rabbit reticulocyte lysate, luciferase refolding luminescence, 3 h; inhibition, % at 5.6 µM;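 active = inhibition above the screen-wide mean plus 3 SD, computed separately per campaign, cut at about 16% in these data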;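 note: 0% = DMSO wells and 100% = 60 µM geldanamycin wells; inhibitors lower the luminescence because luciferase stays unfolded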
# IEC-6 tox = counter-screen for KLF5 inhibitors: cytotoxicity in IEC-6 cells. IEC-6 cytotoxicity, luminescence viability. AID 1825. inhibition, % at 5 µM. 0.78% of 290,000 active; in the data active = inhibition above about 22%;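 note: 0% = plate median of test compound wells and 100% = cytotoxic reference compound wells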
# HSF1 inh = HSF1 inhibition. 0.77% of 300,000 active. activity change, negative = inhibition, % at 7.5 µM (by protocol). NIH3T3-HGL HSE-luciferase, MG132-induced, luminescence 8 h; active compounds read low. AID 2098;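 active = more than half of replicate wells show activity change below -50%, luminescence cut by over half; inconclusive = some wells, but at most half, below -50%; inactive = no replicate well below -50%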;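 note: luciferase reports HSF-1 transcriptional activity via heat shock element; 0% = median of DMSO wells and -100% = zero luminescence signal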
# HIF activator = HIF pathway transcriptional activation; 0.32% of 300,000 active; U2OS HRE-luciferase reporter, luminescence; normalized: DMSO 0%, desferrioxamine 100%; activation, % at 7.5 µM (by protocol); AID 1910;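 active = mean activation of at least 10% of the iron chelator positive control signal, with at least half of replicates also reaching 10%; inconclusive = mean and replicate majority disagree about reaching 10%; inactive = mean and most replicates under 10%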
# HDAC3 inhib = inhibitors of human histone deacetylase 3 | recombinant HDAC3, fluorogenic peptide/trypsin coupled, fluorescence | 0.15% of 320,000 active | inhibition, % at 8.3 µM; in the data active = inhibition above about 26%, passing the limit was not always enough; inconclusive = no clear call, values can overlap the other calls
# Target sequence (O15379 whole entry, looked up): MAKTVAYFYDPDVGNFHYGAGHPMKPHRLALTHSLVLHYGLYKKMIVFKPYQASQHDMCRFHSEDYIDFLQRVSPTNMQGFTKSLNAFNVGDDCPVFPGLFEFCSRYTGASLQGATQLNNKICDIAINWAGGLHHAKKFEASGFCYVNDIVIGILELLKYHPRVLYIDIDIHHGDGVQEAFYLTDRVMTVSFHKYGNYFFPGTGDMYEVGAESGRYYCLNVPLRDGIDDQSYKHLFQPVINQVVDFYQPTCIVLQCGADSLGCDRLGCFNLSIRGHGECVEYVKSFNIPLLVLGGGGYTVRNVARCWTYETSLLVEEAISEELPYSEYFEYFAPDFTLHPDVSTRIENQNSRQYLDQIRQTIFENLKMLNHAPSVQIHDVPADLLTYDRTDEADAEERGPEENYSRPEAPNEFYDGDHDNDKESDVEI
# aSyn UTR inh = 5' untranslated region of α-synuclein, MLPCN primary screen. alpha-synuclein 5'UTR reporter, inhibitor activity. inhibition, % (tested at 7.5 µM). 0.82% of 300,000 active. AID 1813; in the data active = inhibition above about 60%; inconclusive = no clear call, values can overlap the other calls;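 note: H4 neuroglioblastoma cells stably carrying SNCA 5'UTR luciferase fusion; 0% = DMSO wells and 100% = positive control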
# Platelet DG rel = platelet dense granule release activity | human platelet-rich plasma, SFLLRN dense granule ATP release, luminescence | inhibition, %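 (compounds screened at 7.5 µM in platelet-rich plasma)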 | AID 1663 | 0.22% of 300,000 active;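 active = mean replicate score, as percent of positive control, at or above 50; inconclusive = mean below 50 but at least one replicate at or above 50; inactive = mean and every replicate below 50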
# Numbers without * were called inactive; ? = inconclusive; nt = no result given.
entry	molecule	AI-2 QS mod	KLF5 inhibitor	HSF1 activator	HSP90 inh	IEC-6 tox
1	Cc1nn(C)c(C)c1NC(=O)c1ccccc1NC(=O)Nc1ccccc1	4.2	-11.0	-4.8	0.0	-3.4
2	OC1(c2ccccc2Cl)NN=C2CCCCCN21 (centres undefined)	12.4	-2.0	-37.7	2.5	6.1
3	O=C(NC1CCS(=O)(=O)C1)c1cccc(S(=O)(=O)N2CCCCCC2)c1 (centres undefined)	24.9	-2.2	-8.1	4.0	5.2
4	C=CCNC(=O)c1cc(C(=O)C(C)c2ncc(C(F)(F)F)cc2Cl)c[nH]1 (centres undefined)	16.3	-8.5	43.5	3.1	-3.0
5	N#C/C(=C\c1ccc([N+](=O)[O-])o1)c1nc2ccccc2[nH]1	55.1	-7.4	10.5	3.2	4.3
6	CSc1c(CC(=O)Nc2ccccc2)n(C)c2ccccc12	11.9	29.2	-1.1	-2.7	8.3
7	Cc1nc2ccccc2c(=O)n1NC(=O)C1CCC(C(C)(C)C)CC1 (centres undefined)	6.1	-15.3	48.2	1.4	3.9
8	Cc1nc(N2CCOCC2)c2cc(-c3ccccc3)sc2n1	9.3	7.7	-6.4	0.7	3.9
9	CCOc1ccc(C(=O)COC(=O)Cc2n[nH]c(=O)c3ccccc23)cc1	3.7	nt	-59.9	nt	nt
10	COc1cc(C(=O)N/C(=C/c2ccc(F)cc2)C(=O)NC(C(=O)O)c2ccccc2)cc(OC)c1OC (centres undefined)	7.7	-8.3	20.5	4.5	-4.2

entry	HSF1 inh	HIF activator	HDAC3 inhib	aSyn UTR inh	Platelet DG rel
1	8.7	-0.2	-2.0	18.5	12.7
2	-27.5	-0.2	-1.2	12.8	2.0
3	-2.1	-0.2	-9.3	-0.7	-0.2
4	13.0	-0.5	-4.3	30.4	1.0
5	-5.6	1.2	3.6	-2.4	6.6
6	-2.7	1.2	-0.3	50.4	-1.3
7	42.5	1.2	3.1	31.8	10.1
8	-4.0	0.2	2.2	-12.1	37.1
9	-46.2	2.0	-4.6	-87.2	-6.5
10	1.6	-0.5	1.8	-13.5	-3.4

# Profiles, quoted from the list. Screens in order: AI-2 QS mod, KLF5 inhibitor, HSF1 activator, HSP90 inh, IEC-6 tox, HSF1 inh, HIF activator, HDAC3 inhib, aSyn UTR inh, Platelet DG rel
# CCOc1ccc(C(=O)COC(=O)Cc2n[nH]c(=O)c3ccccc23)cc1 as listed: 3.7, nt, -59.9, nt, nt, -46.2, 2.0, -4.6, -87.2, -6.5
# O=C(NC1CCS(=O)(=O)C1)c1cccc(S(=O)(=O)N2CCCCCC2)c1 (centres undefined) as listed: 24.9, -2.2, -8.1, 4.0, 5.2, -2.1, -0.2, -9.3, -0.7, -0.2
# Cc1nc(N2CCOCC2)c2cc(-c3ccccc3)sc2n1 as listed: 9.3, 7.7, -6.4, 0.7, 3.9, -4.0, 0.2, 2.2, -12.1, 37.1
# Cc1nn(C)c(C)c1NC(=O)c1ccccc1NC(=O)Nc1ccccc1 as listed: 4.2, -11.0, -4.8, 0.0, -3.4, 8.7, -0.2, -2.0, 18.5, 12.7
# OC1(c2ccccc2Cl)NN=C2CCCCCN21 (centres undefined) as listed: 12.4, -2.0, -37.7, 2.5, 6.1, -27.5, -0.2, -1.2, 12.8, 2.0

# Carrying on.
entry	molecule	AI-2 QS mod	KLF5 inhibitor	HSF1 activator	HSP90 inh	IEC-6 tox
11	CC(C)c1ccc(OCc2ccc(C(=O)N3CCCC3)o2)cc1	nt	-148.7	48.0	17.0*	0.3
12	CCOc1cc2[nH]c(=S)n(Cc3ccc(C)o3)c(=O)c2cc1OCC	19.6	-30.8	7.7	2.8	-4.9
13	Cc1ccc(NC(=O)c2ccc(-n3cncn3)c([N+](=O)[O-])c2)cc1	-6.7	-38.1	34.2	-1.9	0.1
14	CCN(CC)S(=O)(=O)c1ccc(OC)c(NC(=O)c2cc([N+](=O)[O-])ccc2Cl)c1	5.6	-7.1	33.7	1.8	-3.2
15	O=C(Nc1ccon1)c1sc2ccccc2c1Cl	10.0	-66.9	24.8	0.8	6.8
16	CCC(C)(C)NC(=O)C(c1ccc(OC)cc1)N(C(=O)CCC(=O)Nc1cc(C)on1)c1ccc2c(c1)OCO2 (centres undefined)	30.5	-2.7	3.5	2.0	1.1
17	O=C(NCc1ccccc1)C1CCC(CNS(=O)(=O)c2cccs2)CC1 (centres undefined)	20.0	0.8	-5.5	-0.9	-6.2
18	CCOc1cc(C2NC(=O)NC(C)=C2C(=O)OCC2CCCCC2)ccc1O (centres undefined)	12.1	-42.2	16.7	-5.9	0.2
19	CCc1ccc(OCC(=O)NC(=S)Nc2ccc(C)cc2C)c(Br)c1	30.6	-6.4	-14.4	0.7	-4.8
20	FC(F)(F)c1cc(Oc2ccccc2Cl)nc(-c2ccccn2)n1	9.1	2.5	-5.1	-3.6	15.7

entry	HSF1 inh	HIF activator	HDAC3 inhib	aSyn UTR inh	Platelet DG rel
11	28.1	5.2	0.1	-144.1	1.9
12	15.2	-0.2	-4.6	-2.1	3.8
13	-5.9	0.3	-5.4	-12.6	0.5
14	21.3	0.4	3.1	-53.0	1.2
15	12.3	3.6	0.6	-178.6	7.2
16	1.0	-0.5	3.0	-22.8	-49.1
17	-7.1	-0.9	3.8	2.7	1.5
18	10.6	-0.6	-3.8	17.0	-1.8
19	-18.8	0.3	-1.5	-3.7	1.7
20	-6.9	-0.9	?	64.2*	2.0

# New compounds follow.
entry	molecule	AI-2 QS mod	KLF5 inhibitor	HSF1 activator	HSP90 inh	IEC-6 tox
21	CCCCn1c(NC(=O)c2ccc(Br)o2)c(S(=O)(=O)c2ccccc2)c2nc3ccccc3nc21	-1.0	-1.4	nt	33.9*	4.9
22	O=C(CSc1ccc(-c2ccc(Cl)cc2)nn1)Nc1ccc2c(c1)OCCO2	23.5	-25.0	26.0	-2.6	3.4
23	Cc1onc(-c2ccccc2Cl)c1C(=O)N1CCc2ccccc21	17.9	8.7	0.4	5.0	-2.0
24	CCc1nnc(NC(=O)CSc2nnc(-c3ccccc3O)n2-c2ccc(C)cc2C)s1	21.0	2.8	18.0	0.3	-0.8
25	CCOC(=O)CSc1n[nH]c(NC(C)=O)n1	3.2	-9.3	9.3	-1.8	0.7
26	O=C(Nc1ccc(N2CCOCC2)cc1N1CCOCC1)c1ccco1	38.9	-45.1	-8.1	1.2	0.5
27	COc1ccc(-n2c(=S)[nH]c3cc(C(=O)O)ccc3c2=O)cc1	8.4	-7.6	-1.2	2.7	0.8
28	CCOc1ccc(C2CC(=O)NC3=C2C(=O)CCC3)cc1 (centres undefined)	20.3	12.2	13.7	-1.3	2.1
29	O=C(O)c1cncc(C#CCC2CCCCC2)c1	2.4	-82.8	21.3	-1.8	8.4
30	NC(=O)c1ccc(Cl)c2ccccc12	-1.3	3.9	14.0	4.1	-0.8

entry	HSF1 inh	HIF activator	HDAC3 inhib	aSyn UTR inh	Platelet DG rel
21	nt	nt	-23.6	nt	-1.8
22	-0.7	0.6	-2.2	-33.8	-36.1
23	-7.0	-0.7	-0.7	-3.4	1.3
24	4.8	1.9	0.8	-22.5	11.3
25	4.5	-0.7	-7.7	-6.5	6.6
26	-1.8	-1.0	nt	9.3	3.0
27	-0.3	-0.2	0.2	8.5	-2.3
28	4.4	-0.3	4.2	12.1	-0.5
29	3.3	1.0	4.2	-59.5	24.4
30	-5.1	-0.2	-2.6	-1.8	-9.0

# Next part
entry	molecule	AI-2 QS mod	KLF5 inhibitor	HSF1 activator	HSP90 inh	IEC-6 tox
31	Cc1cc(C)c(S(=O)(=O)NCCCn2ccnc2)cc1C	0.0	-16.8	-7.1	2.4	-1.4
32	COc1cccc(NC2CC(=O)N(CCc3ccccc3)C2=O)c1 (centres undefined)	21.3	-11.2	2.0	0.1	-3.2
33	Cn1c(C(=O)N2CCN(c3cccc(C(F)(F)F)c3)CC2)cc2sccc21	5.8	-8.0	22.7	-3.5	0.4
34	COc1ccc2ccccc2c1CNC(C)CCc1ccccc1 (centres undefined)	7.3	-22.4	8.2	5.2	2.3
35	COCCN(C(=O)CNC(=O)c1ccco1)C(C(=O)NC1CCCC1)c1ccc(OC)c(OC)c1 (centres undefined)	10.0	-19.0	6.4	1.5	6.4
36	O=C(Nc1ccc2nsnc2c1)N1CCCCCC1	11.5	-54.5	25.9	6.3	-1.4
37	COc1ccc(OC)c(Nc2nc(C)nc3c2oc2ccccc23)c1	22.8	-1.4	-2.0	-2.6	26.3*
38	Cc1ccc(-n2ncc(C(=O)NCC3CCN(C4CCCC4)C3)c2C2CCN(C(=O)OC(C)(C)C)CC2)cc1C (centres undefined)	16.0	-10.1	2.3	2.6	-4.2
39	Cc1ccc(NC(=O)NCCN2CCN(C(=O)Nc3ccc(C)cc3)CC2)cc1	9.8	-15.7	-0.5	4.5	-1.6
40	O=C(Nc1ccc(F)cc1F)c1ccc(COc2c(F)c(F)cc(F)c2F)o1	7.1	-11.9	-5.6	0.6	-4.7

entry	HSF1 inh	HIF activator	HDAC3 inhib	aSyn UTR inh	Platelet DG rel
31	-2.6	1.0	3.6	5.2	-0.3
32	-0.5	0.2	1.6	6.4	14.6
33	4.3	-0.4	11.3	24.2	-1.8
34	4.0	-1.8	-4.5	1.9	4.0
35	-2.1	-0.7	3.5	-16.5	1.3
36	17.2	-28.2	2.9	-98.0	-9.5
37	-0.6	-0.6	2.3	25.5	5.6
38	10.9	-0.4	9.9	11.9	4.5
39	-1.0	-2.9	8.4	-6.2	-3.1
40	-8.2	nt	-3.0	-7.0	4.5

# (further entries)
entry	molecule	AI-2 QS mod	KLF5 inhibitor	HSF1 activator	HSP90 inh	IEC-6 tox
41	COc1ccccc1NC(=O)C/C(C)=N/NC(=O)C12CC3CC(CC(C3)C1)C2	6.5	-9.0	21.5	-0.1	-8.1
42	COC1CCN(C(=O)c2ccc3oc(C(C)C)nc3c2)CC1	14.9	-16.1	-6.7	-2.8	-3.7
43	CCCNc1nc2c(c(=O)[nH]c(=O)n2C)n1Cc1cccc(Br)c1	2.5	-9.7	16.0	-0.1	-9.3
44	COc1cc(-c2ccccc2)nc(N)n1	nt	-83.6	19.4	-3.5	-1.2
45	COc1ccc(CNC(=O)/C=C/c2ccc(OCCCF)cc2)cc1	-64.2	-52.3	11.7	-2.2	-6.0
46	CC(C)(C)c1ccc(OCCNC(=O)Cc2ccc(F)cc2)cc1	-2.5	-3.4	8.3	-1.9	-5.8
47	COc1cc(OC)cc(C(=O)NCCn2ccc3ccccc32)c1	-8.2	-16.7	0.0	1.5	4.3
48	CCOc1ccccc1NC(=O)c1nnn(CC(=O)Nc2cc(C)cc(C)c2)c1N	11.8	-32.8	-6.3	-4.5	0.2

entry	HSF1 inh	HIF activator	HDAC3 inhib	aSyn UTR inh	Platelet DG rel
41	-1.6	0.4	1.1	2.0	0.2
42	-10.8	0.8	3.5	-9.7	-4.0
43	-1.6	-0.7	6.2	27.8	1.6
44	16.9	2.0	-3.5	-117.0	16.8
45	13.6	0.4	4.3	-29.7	9.7
46	6.1	0.2	0.5	13.1	-3.7
47	1.9	0.3	1.0	0.8	10.0
48	-1.7	-0.6	-5.4	15.0	-8.1

# High-throughput results deposited in PubChem BioAssay by several laboratories.
